APJ antagonist: APJ receptor antagonism | P35414 | CHO-K1 APJ beta-arrestin complementation, luminescence | inhibition, % at 20 µM | 330,000 compounds, 0.32% hits | AID 2521;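 active = inhibition above about 40% at 20 µM, limit read from the data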;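 also: cells challenged with 10 nM apelin-13 agonist together with compound; plate controls were apelin-13 plus DMSO wells for no effect and DMSO wells lacking apelin-13 for full effect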
Target sequence (P35414 whole entry, looked up): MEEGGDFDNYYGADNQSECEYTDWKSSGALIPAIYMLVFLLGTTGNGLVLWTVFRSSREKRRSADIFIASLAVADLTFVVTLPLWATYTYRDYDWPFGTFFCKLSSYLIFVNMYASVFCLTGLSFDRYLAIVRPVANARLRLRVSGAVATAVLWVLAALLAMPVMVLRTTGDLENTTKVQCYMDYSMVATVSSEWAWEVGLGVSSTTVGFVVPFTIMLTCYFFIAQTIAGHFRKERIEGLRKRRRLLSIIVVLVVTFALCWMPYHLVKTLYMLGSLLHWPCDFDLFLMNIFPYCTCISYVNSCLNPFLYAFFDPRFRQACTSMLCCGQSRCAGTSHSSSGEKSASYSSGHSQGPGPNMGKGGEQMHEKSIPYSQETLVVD
tim10-1 inh: growth inhibitors of tim10-1 mutant yeast; S. cerevisiae tim10-1 ts strain growth, BacTiter-Glo, 24 h; inhibition, % at 20 µM; 330,000 compounds, 2.2% hits; AID 463190;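 active = inhibition of at least 40%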;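 also: mutant grown at 25 °C; 0% = DMSO wells with yeast and 100% = wells holding no yeast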
CHOP UPR activ: apoptotic UPR (CHOP) activation; CHO-CHOP luciferase reporter, luminescence; percent of tunicamycin response over DMSO baseline; activation, % at 10 µM; 330,000 compounds, 0.34% hits; AID 449763;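 active = at 10 µM dose, activation of 40% or more, normalized to positive control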;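 also: 100% = tunicamycin at 10 µg/mL and 0% = DMSO alone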
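Dosing – one dose, 10 µM in 0.5% DMSO · System – CHO-CHOP cells, stable luciferase reporter of PERK-eIF2a-CHOP signalling · Input – 500 cells/well · Control set – tunicamycin 10 µg/mL final as positive, DMSO-only wells as negative · Timing – 6 h compound treatment, 37 °C · Measure – % activation vs tunicamycin · Technique – luminescence read with Steady-Glo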
Mdm2-MdmX inh: disrupts the human Mdm2-MdmX interaction; inhibition, % at 8 µM; SaOS-2 split-luciferase Mdm2/MdmX complementation, luminescence; 330,000 compounds, 3% hits;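 active = inhibition of at least 50% at 8 µM in the primary screen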
TIM10 inh: growth inhibitors of TIM10 yeast strain; S. cerevisiae TIM10 strain growth, BacTiter-Glo luminescence, 24 h; inhibition, % at 10 µM; 330,000 compounds, 1.4% hits; AID 463195;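 active = inhibition of 40% or more at the single tested concentration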;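 also: wild-type TIM10 isogenic control strain grown at permissive 25 °C; 0% = DMSO yeast wells and 100% = minimal medium wells without yeast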
tim23-1 inh: inhibits growth of tim23-1 mutant yeast. S. cerevisiae tim23-1 growth, BacTiter-Glo luminescence, 24 h. inhibition, % at 20 µM. 330,000 compounds, 1.3% hits. AID 463212;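 active = growth inhibition of the mutant yeast at or above 50%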;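 also: temperature-sensitive mutant grown at 25 °C; plate controls were DMSO-treated mutant yeast for no effect and medium wells lacking yeast for full effect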
APJ agonist: agonists of human APJ apelin receptor | P35414 | CHO-K1 APJ PathHunter beta-arrestin, luminescence; 0% DMSO wells, 100% apelin | activation, % at 20 µM | 330,000 compounds, 0.11% hits | AID 2520;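 active = activation more than six SD over the plate average, tested at 20 µM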;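 also: 0% = DMSO alone and 100% = apelin-13 at 10 nM; some results filed as inactive read as strong as hits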
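Test system – PathHunter CHO-K1 APJ (AGTRL-1) beta-arrestin reporter cells · Input – 1000 cells/well · Compound – single test compound dose, 20 µM final, 1% DMSO · Times – compound stimulation 90 min at 25 °C, detection 60 min · Technique – beta-gal luminescence · Read-out basis – APJ–arrestin association signal · Control set – negative DMSO alone, positive Apelin-13 at 10 nM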
CXCR6 inh: inhibitors of human CXCR6 receptor; inhibition, % at 20 µM; AID 602244; 360,000 compounds, 0.36% hits; CHO-K1 PathHunter CXCR6 beta-arrestin, luminescence; in the data active = inhibition above about 34%, passing the limit was not always enough;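 also: antagonist mode with CXCL16 agonist at 10 nM final; 0% = 10 nM CXCL16 with DMSO and 100% = unstimulated wells without agonist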
Target sequence (O00574 whole entry, looked up): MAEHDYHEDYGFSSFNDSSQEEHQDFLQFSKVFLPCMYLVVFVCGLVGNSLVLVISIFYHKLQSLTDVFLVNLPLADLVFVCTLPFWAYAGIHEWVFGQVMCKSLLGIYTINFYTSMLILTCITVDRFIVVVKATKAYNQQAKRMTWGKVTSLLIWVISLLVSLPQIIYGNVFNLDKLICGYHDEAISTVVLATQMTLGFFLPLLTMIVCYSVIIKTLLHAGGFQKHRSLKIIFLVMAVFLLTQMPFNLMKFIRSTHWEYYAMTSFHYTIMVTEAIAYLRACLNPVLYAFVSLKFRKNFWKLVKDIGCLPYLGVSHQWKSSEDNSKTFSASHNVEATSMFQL
UPR XBP1 act: adaptive UPR (XBP1) activation; CHO-XBP1 luciferase reporter, IRE1-XBP1 UPR activation, luminescence; percent of tunicamycin response, DMSO as zero; activation, % at 20 µM; 330,000 compounds, 0.33% hits; AID 463104;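 active = versus positive control, 20 µM dose yields 30% or more activation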;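 also: 100% = tunicamycin at 10 µg/mL and 0% = DMSO only wells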
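assay system = CHO-XBP1 luciferase reporter cells | amount = 1000 cells/well | buffer or medium = F12 plus 10% FBS | compound dosing = single point, 20 µM final compound, 1% DMSO | incubation = 16-18 h cell attachment at 37 °C, then 6 h compound exposure | detection = Steady-Glo luminescence read | controls = tunicamycin 10 µg/mL and vehicle-only wells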
* marks the source's active call; other numbers are inactive results.

mol	APJ antagonist	tim10-1 inh	CHOP UPR activ	Mdm2-MdmX inh	TIM10 inh	tim23-1 inh	APJ agonist	CXCR6 inh	UPR XBP1 act
O=C(COc1ccccc1[N+](=O)[O-])Nc1cccc(S(=O)(=O)N2CCCC2)c1	4	15	-1.9	15	2	9	0	-1	-4
Cc1cc(C)cc(NS(=O)(=O)c2c(C(=O)N3CCOCC3)c(C)n(C)c2C)c1	12	5	-1.2	-8	9	-10	-2	2	-6
CCOc1ccc(N2CC(C(=O)N3CC(C)OC(C)C3)CC2=O)cc1 (stereo not drawn)	-24	-15	-0.2	-19	15	0	1	-4	3
Cc1noc(C)c1S(=O)(=O)N1CCCC(C(=O)c2cccc(OC(C)C)c2)C1 (stereo not drawn)	7	-3	0.5	13	11	32	-3	8	-1
COc1ccc(NC(=O)COC(=O)c2cc(OC)c(OC)cc2NC(=O)c2ccco2)cc1OC	-1	-13	16	16	-12	9	3	-7	9
Cc1c(C(=O)N2CCCCC2)sc(NC(=O)c2ccco2)c1C#N	13	39	0.7	-5	17	18	-4	0	-1
Cc1cc(=O)oc2cc(OCC(=O)N3CCC(O)CC3)c(Cl)cc12	6	-10	1.7	0	13	-6	0	-7	-1
Cc1cc(C(=O)NN)c(Cl)cc1Cl	-26	-11	0.1	14	-16	11	1	-17	-4
NC(=O)c1cc(S(=O)(=O)N2CCCC2)ccc1OCCOc1ccccc1F	-5	13	1.4	20	1	19	1	-8	8
Cc1ccc(Cn2c(N3CCNCC3)nc3c2c(=O)[nH]c(=O)n3C)cc1	9	-2	1.8	-21	-2	-1	-1	-2	-5
CCOc1ccccc1NC(=O)C(=O)CC(=O)c1ccc(OC)cc1	-26	6	-2.4	7	2	8	3	6	1
C/C(=N\NC(=S)NCc1ccccc1)c1cccc(Br)c1	12	42*	-0.7	-31	45*	30	-3	8	0
O=C(NCc1ccccc1)C1(C(F)(F)F)C/C(=C\CCO)CCCO1 (stereo not drawn)	-9	11	1.5	-9	8	19	2	0	1
COc1ccccc1NC(=O)c1ccc2c(c1)N(CC(=O)NC(C)C)C(=O)C(C)(C)O2	-1	9	1.2	17	2	-7	-1	-7	-1
Cc1occc1-c1nnc(SCCNCCO)o1	14	4	3.7	-24	-25	-1	0	-5	-2
CCN(CC(=O)Nc1c(F)cccc1F)C(=O)c1cn2ccccc2n1	5	9	-1.0	23	12	10	-4	-5	-2
Cc1ccc(-n2c(N)c(C#N)c(-c3ccccc3)c(C#N)c2=O)cc1	11	-3	0.9	-7	-17	6	0	3	-1
CCn1c(COc2ccccc2)nnc1SCC(=O)CC(=O)Nc1ccccc1OC	20	25	-1.2	11	28	28	-1	0	-3
CCOc1ccc(-c2nc(N)ncc2-c2ccccc2)c(O)c1	-6	23	0.5	50*	22	20	-2	6	2
CCOc1ccc(S(=O)(=O)NCc2ccncc2)cc1NC(=O)c1ccccc1F	2	-7	4.8	67*	-5	-16	1	2	2
CC(=O)N1CCc2c(sc(NC(=O)CS(=O)(=O)c3ccc(F)cc3)c2C#N)C1	8	12	-0.2	13	2	11	9	3	0
O=C(CC1OC(=O)c2ccccc21)c1ccco1 (stereo not drawn)	7	8	-0.5	30	17	4	-3	8	1
CCN(CC)CCn1c(N)c(S(=O)(=O)c2ccccc2)c2nc3ccccc3nc21	27	8	-0.1	31	0	7	-2	46*	1
COCCNC(=O)C(c1ccc(C)cc1)N(C(=O)CCC(=O)Nc1ccccn1)c1cccc(C)c1 (stereo not drawn)	10	-5	0.2	-11	-10	5	-1	5	-1
CSc1cccc(NC(=O)C2CCN(S(=O)(=O)c3ccc(F)cc3)CC2)c1	11	-13	-1.4	-2	-8	-1	-2	-10	-2
Cc1ccc(-c2[nH]c(=S)[nH]c(=O)c2C#N)cc1	5	10	-2.5	-4	11	6	-4	-2	-3
O=C(NC(NC(=S)Nc1c(Cl)cccc1Cl)C(Cl)(Cl)Cl)c1cccc([N+](=O)[O-])c1 (stereo not drawn)	8	-2	14	58*	-5	9	0	12	2
O=C(NCc1nc2ccccc2[nH]1)C1=C[C@H](c2ccc3c(c2)OCO3)C[C@H](OCc2ccc(CO)cc2)O1	24	13	-0.9	10	14	13	-3	14	-4
Cc1ccc(OCC(=O)Nc2ccccc2Sc2ccccc2)c([N+](=O)[O-])n1	-3	-13	-0.8	-11	-25	17	1	0	4
CCCCc1nc(C(N)=O)c2[nH]c(=O)n(-c3ccc(OCC)cc3)c2n1	12	-2	1.1	-15	20	16	-2	8	0
COc1ccc(C(=O)c2oc3ccccc3c2N)cc1	2	21	3.2	-49	35	33	0	0	6
Cc1ccccc1CC(=O)OCC(=O)Nc1ccc(C)c(S(=O)(=O)N2CCCCC2)c1	1	8	-1.5	6	-7	21	-3	-15	0
CCC1CCCCN1C(=S)NC(=O)c1ccco1 (stereo not drawn)	10	27	1.4	-3	1	13	0	-5	-1
CN1CCN(NC(=O)c2ccccc2F)CC1	3	-14	-0.2	7	0	-3	-4	1	-5
CC1CCN(S(=O)(=O)c2ccc(C(=O)NCc3ccc4c(c3)OCO4)cc2)CC1	-1	22	0.2	0	-16	-7	1	10	-1
CNCCCC1c2ccccc2C=Cc2ccccc21	-2	13	0.6	39	5	-11	6	6	-10
O=C(N/N=C/c1ccc(O)c(O)c1)c1ccc(-n2cnnn2)cc1	-51	3	-0.8	25	1	-3	4	12	2
Cc1cc(C)c(Cn2c(=O)n(CCCC(=O)NCc3ccco3)c(=O)c3ccccc32)c(C)c1	8	7	-3.7	6	10	9	-5	-3	1
C[N+]1([O-])[C@@H]2Cc3cc4c(cc3[C@@H]1Cc1cc3c(cc12)OCO3)OCO4 (stereo partly drawn)	18	2	-0.1	5	7	9	-1	-15	0
O=C(c1cc2ccccc2oc1=O)N1CCCC1	1	5	-2.1	2	-21	-5	-4	-5	0
O=C(/C=C/c1cccc(Br)c1)N1CCN(c2cccc(C(F)(F)F)c2)CC1	6	28	-1.2	-10	26	24	-1	5	-1
CCCCNc1cc(C)oc(=O)c1C(C)=O	-2	10	-0.7	6	1	5	-2	2	2
C[C@@H]1CN([C@H](C)CO)C(=O)c2cccc(NC(=O)Nc3ccc(F)cc3)c2O[C@H]1CN(C)C(=O)Nc1ccc(C(F)(F)F)cc1	1	7	5.8	11	3	13	0	-6	-2
O=C1C2C3C=CC(C3)C2C(=O)N1CCN1CCN(S(=O)(=O)/C=C/c2ccccc2)CC1 (stereo not drawn)	3	42*	-0.3	16	16	20	-1	-13	-1
CCN(CC)c1ccc(N=C2C(=O)Nc3ccccc32)cc1	6	0	2.2	1	8	17	-2	25	-2
CSc1ncccc1C(=O)N1CCN(S(=O)(=O)c2ccccc2)CC1	13	5	-0.3	16	8	11	-5	-4	-3
CCOC(=O)COc1ccc2c(c1)c(C(C)=O)c(C)n2-c1ccc(OC)cc1	17	19	0.8	-1	21	36	-5	0	-4
O=C(NC1CC2CCCC(C1)N2Cc1ccccc1)c1cccc(F)c1 (stereo not drawn)	11	-24	5.3	9	-13	3	-2	7	-4
CCOc1ccc(S(=O)(=O)NCc2ccccc2)cc1C(N)=O	-20	5	-1.3	-5	-2	8	-2	-4	-3
COc1ccc(N2CCN(C(=O)CSc3ncn[nH]3)CC2)cc1	-8	-7	0.7	7	10	-11	-1	-1	-4
NC(N)=NC(N)=Nc1ccc(O)cc1	-12	5	1.4	-30	-7	6	-1	-4	-2
COc1cc(C(=O)COC(=O)c2ccc([N+](=O)[O-])o2)cc(OC)c1OC	-6	17	0.4	14	3	30	0	-6	0
CCc1cccc(OCC(=O)Nc2ccc(C)c(S(=O)(=O)N3CCCCCC3)c2)c1	-32	32	1.4	27	18	19	-1	-8	-7
CC(C)(C)c1ccc(C(=O)N/N=C2\C3CN4CCN(C3)CC2(c2ccccc2)C4)cc1	-4	-74	-0.2	19	-48	-64	-2	-10	2
COc1ccccc1-c1nnc(NC(=O)c2ccccc2F)o1	4	3	4.5	-12	8	11	1	4	0
COc1cc(Cl)c(C)cc1NC(=O)c1ccc(NS(=O)(=O)c2ccc(F)c(F)c2)cc1	17	5	-1.6	-11	5	2	-1	4	1
CC(C)(C)c1ccc(OCCC(=O)Nc2cccc(S(=O)(=O)NC3=NCCCCC3)c2)cc1	0	9	-0.2	24	5	-3	6	-20	-2
Clc1ccc(Sc2cc(Cl)c(-c3ccccc3)nn2)cc1	1	39	-1.3	1	16	41	1	3	-3
Cc1cc(NC(=O)Cc2ccccc2C)no1	6	3	-1.3	-13	-1	5	-2	-1	-6
CC(=O)Nc1cccc(OCC(=O)Nc2sccc2C(N)=O)c1	13	3	1.6	-40	-5	-20	-4	-8	-3

(cont.)
mol	APJ antagonist	tim10-1 inh	CHOP UPR activ	Mdm2-MdmX inh	TIM10 inh	tim23-1 inh	APJ agonist	CXCR6 inh	UPR XBP1 act
N#C/C(=C\Nc1ccc(F)c(Cl)c1)C(=O)C1CC1	-4	1	0.0	-9	-2	21	-3	-7	-1
COc1cccc(CSc2nc3sc(C)c(C)c3c(=O)n2Cc2ccco2)c1	9	23	0.8	-13	21	15	-3	3	-1
Cc1cc2cc(CNC(=O)c3ccc(Br)o3)ccc2[nH]1	-3	8	1.6	4	0	-2	5	9	-3
Cc1ccc(-c2nc(NCCN(C)C)c3ccccc3n2)cc1	1	-5	3.1	4	-3	-7	1	-12	-1
Cc1nc2ccccc2c(=O)n1NC(=O)c1ccccc1F	12	18	-0.6	4	-1	2	-2	-23	10
CC(C)Cn1c(C(C)NC(=O)Cc2ccccc2)nc2ccccc21 (stereo not drawn)	-3	26	-0.7	10	0	22	-7	-1	-1
O=C(Nc1nc2ccccc2s1)c1ccccc1[N+](=O)[O-]	0	-16	2.5	-29	8	24	-3	10	-1
CC1Cc2cc(S(=O)(=O)N3CCC(C(=O)N(C)Cc4ccccc4)CC3)ccc2N1C(=O)C1CC1 (stereo not drawn)	10	37	1.6	27	15	30	2	3	-3
COc1ccc(CCc2nnc(CCC(=O)NCc3ccc4ncccc4c3)o2)cc1	7	3	1.7	-21	14	10	-3	-3	7
CCn1c(SCC(=O)NCCc2ccccc2)nnc1C(C)C	3	-5	-0.6	8	7	-4	-1	1	-1
COc1cccc(C(=O)Nc2cccc(-c3ccc(N4CCOCC4)nn3)c2)c1OC	-39	12	2.8	-10	-116	-12	3	-8	0

Screening results from PubChem BioAssay.

Not all compounds are listed; the hit share may differ from the screen's.
